ADAM17 inh = inhibits human ADAM17. P78536. recombinant ADAM17, EDANS/DABCYL FRET peptide cleavage. inhibition, % at 6.95 µM. hit rate 0.83% among 370,000. AID 720648;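 active means inhibition above the mean of compounds lying between control limits plus 3 SD, set per campaign, cut at about 8.5% in these data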;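 further: 0% = DMSO-only wells as the low control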
Target sequence (P78536 215-824 limits assumed): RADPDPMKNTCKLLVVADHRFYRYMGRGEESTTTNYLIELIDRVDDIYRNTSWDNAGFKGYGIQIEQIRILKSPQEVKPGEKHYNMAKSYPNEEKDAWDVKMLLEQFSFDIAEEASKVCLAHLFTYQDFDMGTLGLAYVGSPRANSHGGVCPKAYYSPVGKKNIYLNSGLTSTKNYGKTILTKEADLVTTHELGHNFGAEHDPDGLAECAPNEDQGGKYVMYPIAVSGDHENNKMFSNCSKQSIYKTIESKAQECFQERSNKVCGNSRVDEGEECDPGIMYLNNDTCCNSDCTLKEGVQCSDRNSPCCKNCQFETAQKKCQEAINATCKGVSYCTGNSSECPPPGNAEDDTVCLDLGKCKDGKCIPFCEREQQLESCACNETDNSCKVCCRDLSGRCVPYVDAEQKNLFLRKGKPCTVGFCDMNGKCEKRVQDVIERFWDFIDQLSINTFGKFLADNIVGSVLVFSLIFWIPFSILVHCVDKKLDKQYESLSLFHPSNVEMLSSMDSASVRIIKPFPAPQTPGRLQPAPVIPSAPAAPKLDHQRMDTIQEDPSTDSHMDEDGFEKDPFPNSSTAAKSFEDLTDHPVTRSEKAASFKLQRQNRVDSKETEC
ASAP1 inh = blocks human ASAP1-stimulated Arf1 GTP hydrolysis; Q9ULH1; GDP FP detection; inhibition, % at 16.5 µM; hit rate 0.19% among 360,000; AID 624377; in the data active means inhibition above about 25%;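 further: 0% = vehicle with enzyme and substrate and 100% = no enzyme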
Tn7 DDE FP = disrupts Tn7 cyclic peptide binding to fibrin D-Dimer-E complex | inhibition, % at 8.3 µM | FP displacement of FITC-Tn7 peptide from fibrin DD(E); 0% = median of compound wells per plate | hit rate 0.13% among 370,000 | P02675;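 active means inhibition above the mean of compounds falling within the control limits plus 3 SD of them, cut at about 14% in these data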;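 further: 0% = plate median of compound wells and 100% = 10 µM Aha-Tn7 peptide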
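Test system – human fibrin DD(E) · Times – 10 min preincubation, 3 h with tracer, room temperature · Detection – fluorescence polarization of the labelled Tn7 tracer · Measure – percent inhibition normalized to high-control wells · Benchmarks – high control wells with 10 µM unlabelled Aha-Tn7 peptide (full inhibition) · Repeats – singlicate testing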
LEDGF integ inh = blocks HIV-1 LEDGF/p75-dependent DNA integration; TR-FRET IN-LEDGF/p75 DNA integration, Eu/Cy5; inhibition, % at 3.7 µM; hit rate 0.64% among 370,000; AID 743269;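 active means inhibition above the screen-wide mean plus 3 SD, cut at about 13% in these data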;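 further: signal is the Cy5 over europium emission ratio at 671 and 618 nm; 0% = plate median of compound wells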
PLC-gamma1 inh = inhibitors of human phospholipase C gamma1. AID 720700. hit rate 0.84% among 370,000. inhibition, % at 12.2 µM. purified PLC-gamma1, fluorogenic substrate, fluorescence; in the data active means inhibition above about 9.5%
ARFGAP1 inh = inhibits rat ARF GTPase activating protein 1. Q62848. Arfgap1-stimulated ARF1 GTP hydrolysis, GDP FP detection. inhibition, % at 16.5 µM. hit rate 0.26% among 360,000;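 active means inhibition above a per-plate limit, mean inhibition of low control wells plus 3 SD, cut at about 25% in these data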;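 further: 0% = DMSO wells with enzyme and 100% = wells lacking Arfgap1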
Target sequence (Q62848 1-136 limits assumed): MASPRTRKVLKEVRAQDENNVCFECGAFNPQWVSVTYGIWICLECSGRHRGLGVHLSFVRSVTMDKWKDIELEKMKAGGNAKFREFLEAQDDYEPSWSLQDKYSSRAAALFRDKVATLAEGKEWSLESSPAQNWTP
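Repeats: one replicate per compound; assay system: rat Arfgap1 catalytic domain, aa 1-136; times: enzyme reaction 120 min at 25 °C after 20 min preincubation; detection: FP of antibody-bound GDP Alexa 633 tracer, ex 620/em 688 nm; benchmarks: high control wells lacking Arfgap1, low control full reaction with DMSO; reagent: human ARF1(Δ1-17)-GTP substrate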
DDE Tn6 FP inh = disrupts Tn6 cyclic peptide binding to fibrin D-Dimer-E complex | inhibition, % at 8.3 µM | hit rate 0.21% among 370,000 | Fibrin DD(E) TRITC-Tn6 fluorescence polarization displacement | P02675;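 active means inhibition above a per-campaign cutoff: mean of compounds within control limits plus 3 SD, cut at about 15% in these data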;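 further: 0% = median of all compound wells on the plate and 100% = blocking peptide control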
ADAM10 inh = inhibits human ADAM10. recombinant ADAM10, EDANS/DABCYL FRET peptide cleavage, 3 h. inhibition, % at 7 µM. hit rate 0.62% among 370,000. AID 720582;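 active means inhibition above a per-campaign cutoff equal to the mean of compounds falling between control-based bounds plus 3 SD, cut at about 20% in these data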;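 further: 0% = DMSO wells while the 100% control is not disclosed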
KLK7 zymogen act = activates the human kallikrein-7 zymogen; P49862; purified proKLK7, EDANS-DABCYL substrate fluorescence; 100% is mature enzyme control, 0% vehicle; activation, % at 7 µM; hit rate 0.9% among 370,000;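 active means activation above the mean of all tested compounds plus 3 SD, computed per campaign excluding outliers beyond control limits, cut at about 13% in these data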
TDP2 inh = blocks human TDP2 phosphodiesterase activity | AID 720702 | inhibition, % at 12.8 µM | O95551 | recombinant TDP2, T5PNP hydrolysis, p-nitrophenol absorbance 415 nm | hit rate 0.34% among 370,000;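 active means inhibition above the mean of all tested compounds plus 3 SD, set per campaign, cut at about 25% in these data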;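 further: 0% = DMSO with enzyme and 100% = buffer with substrate but no TDP2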
Target sequence (O95551 whole entry, looked up): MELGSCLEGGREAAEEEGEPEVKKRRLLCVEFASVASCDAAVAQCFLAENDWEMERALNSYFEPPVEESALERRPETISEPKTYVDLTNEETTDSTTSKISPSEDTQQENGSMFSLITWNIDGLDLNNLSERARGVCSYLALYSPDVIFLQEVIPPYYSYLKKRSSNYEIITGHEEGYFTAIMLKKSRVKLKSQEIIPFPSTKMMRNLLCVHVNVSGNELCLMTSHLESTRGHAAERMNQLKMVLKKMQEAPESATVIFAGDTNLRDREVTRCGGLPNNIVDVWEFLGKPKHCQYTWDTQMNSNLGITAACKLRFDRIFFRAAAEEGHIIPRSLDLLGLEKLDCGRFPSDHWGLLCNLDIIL
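Evaluation: % inhibition relative to enzyme-containing and enzyme-free wells. Material: recombinant human TDP2. Benchmarks: enzyme-free and DMSO wells. Timing: enzyme reaction with compound for 2 h at 37 °C. Compound dosing: 12.8 µM only. Measured by: p-Nitrophenol epi absorbance. Reagent: T5PNP substrate at 5 mM, a TopII-DNA adduct mimic. Replication: single well per compound.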
Starred values were filed as active, the others as inactive.

1. Cc1cc(NC(=O)CSc2nc3ccccc3n2CCC#N)no1
2. CC(C)(C)OC(=O)N1CCC[C@H]1c1nnc(SCc2c(F)cccc2Cl)o1
3. Cc1ccc(S(=O)(=O)Nc2ccc(-n3cnnn3)cc2)c(C)c1
4. O=C(CN1CCOCC1)N1CCN(c2ccc([N+](=O)[O-])cc2)CC1
5. Cn1c(SCc2nc(-c3ccccc3)no2)nnc1-c1cccs1
6. CC(C)Cc1cc(C(=O)N2CCC(N3CCC(C(=O)NC4CC4)CC3)CC2)n[nH]1
7. CN(C)S(=O)(=O)c1ccc(C(=O)NCCOc2ccccc2)cc1
8. O=C1C(Cc2ccccc2)Nc2ncnc(N3CCN(c4ccccc4)CC3)c2N1Cc1ccccc1 (centres undefined)
Compound,1,2,3,4,5,6,7,8
ADAM17 inh,-2,-1,-5,0,1,-5,-2,-2
ASAP1 inh,12,9,6,10,-13,-11,0,-2
Tn7 DDE FP,2,1,-2,3,6,7,6,4
LEDGF integ inh,-2,-2,-3,1,2,1,-7,0
PLC-gamma1 inh,-1,1,-2,3,6,-2,-2,-6
ARFGAP1 inh,-4,2,4,-2,10,0,12,-9
DDE Tn6 FP inh,1,0,1,-7,-2,-2,-6,2
ADAM10 inh,3,7,-7,-2,4,-7,-3,6
KLK7 zymogen act,-0.4,-0.1,-0.4,-0.5,0.3,-0.1,-0.7,-0.5
TDP2 inh,14,3,-6,8,3,2,-5,9

Compounds shown so far that have an aryl thioether with sulfur outside any ring (3):
1. Cc1cc(NC(=O)CSc2nc3ccccc3n2CCC#N)no1
2. CC(C)(C)OC(=O)N1CCC[C@H]1c1nnc(SCc2c(F)cccc2Cl)o1
5. Cn1c(SCc2nc(-c3ccccc3)no2)nnc1-c1cccs1
Compound,1,2,5
ADAM17 inh,-2,-1,1
ASAP1 inh,12,9,-13
Tn7 DDE FP,2,1,6
LEDGF integ inh,-2,-2,2
PLC-gamma1 inh,-1,1,6
ARFGAP1 inh,-4,2,10
DDE Tn6 FP inh,1,0,-2
ADAM10 inh,3,7,4
KLK7 zymogen act,-0.4,-0.1,0.3
TDP2 inh,14,3,3

(more compounds)
9. O=C(NCC1CCCO1)C(=O)N/N=C/c1ccc(O)c(Cl)c1 (centres undefined)
10. COc1cccc(C(=O)N(C)c2nnc(-c3ccncc3)s2)c1
11. CCCN1CCN(CCCNC(=O)c2ccccc2NC(=O)C2=C(C)OCCS2)CC1
12. O=C(COC(=O)c1c(F)cccc1F)NC(=O)NCc1ccccc1
13. CCc1ccc(CCC(=O)Nc2nnc(C)s2)o1
14. CC1(C)CC(=O)C(C=NCc2ccc3c(c2)OCO3)=C(O)C1
15. CCC/C=C/c1ccc(CN2C(C)C(=O)N(Cc3cn(CC4CCCCC4)nn3)CCS2(=O)=O)cc1 (centres undefined)
16. C[C@@H]1CCC[C@]2(O[C@H](CCO)C[C@@H](O)[C@@H]2O)O1
Compound,9,10,11,12,13,14,15,16
ADAM17 inh,-5,-5,0,-5,-6,-5,5,-3
ASAP1 inh,2,-7,-7,-9,-4,6,-1,-3
Tn7 DDE FP,-6,1,-1,9,-5,1,-2,1
LEDGF integ inh,-4,-1,0,-2,-1,-2,7,-3
PLC-gamma1 inh,-3,0,3,0,-4,0,0,2
ARFGAP1 inh,-2,-7,13,-10,-1,4,-2,1
DDE Tn6 FP inh,-9,-3,5,7,-10,6,-2,4
ADAM10 inh,-1,-21,1,-8,-1,0,3,-13
KLK7 zymogen act,0.2,3.1,0.1,-0.1,0.1,-0.1,0.9,0.0
TDP2 inh,8,-2,-7,-1,9,14,-12,2

17. O=C(NC1CCCCCC1)C1CCN(S(=O)(=O)c2ccccc2)CC1
18. CC(CC(=O)N1CCN(c2cccc(Cl)c2)CC1)S(=O)(=O)c1ccc2c(c1)NC(=O)CO2 (centres undefined)
19. CN(c1cccc(NC(=O)CN(c2ccc(F)cc2)S(C)(=O)=O)c1)S(C)(=O)=O
20. CCc1nnc(NC(=O)CCC(=O)N2CCN(S(=O)(=O)c3cc(Cl)ccc3OC)CC2)s1
21. Cc1cccc(NC(=O)c2sc3ncn(CC(=O)N4CCN(c5ccccn5)CC4)c(=O)c3c2C)c1
22. CC(C)(C)S(=O)(=O)c1nc2ccccc2s1
23. CC1CCCCC1NC(=O)CN1C(=O)CSc2cc(S(=O)(=O)N3CCCCCC3)ccc21 (centres undefined)
24. c1ccc(Cc2nn3c(-c4ccncc4)nnc3s2)cc1
Compound,17,18,19,20,21,22,23,24
ADAM17 inh,-3,-2,0,-1,-3,-4,-2,-6
ASAP1 inh,11,1,-1,-1,-5,-1,-3,2
Tn7 DDE FP,2,12,0,3,-7,7,4,2
LEDGF integ inh,-4,2,4,-2,1,-2,-2,-2
PLC-gamma1 inh,1,0,2,-1,1,2,-2,-3
ARFGAP1 inh,-23,0,-5,2,-1,-9,10,12
DDE Tn6 FP inh,-3,2,0,2,-5,8,-4,0
ADAM10 inh,-6,1,0,-6,-2,-7,4,2
KLK7 zymogen act,0.6,0.1,0.5,-0.6,0.9,0.5,-0.3,0.3
TDP2 inh,-5,-8,11,5,-1,6,-5,-2

Down the list, as entered above.
Nos. 1–9 in ADAM10 inh: 3, 7, -7, -2, 4, -7, -3, 6, -1
Nos. 1–9 in Tn7 DDE FP: 2, 1, -2, 3, 6, 7, 6, 4, -6
Nos. 1–9 in ARFGAP1 inh: -4, 2, 4, -2, 10, 0, 12, -9, -2

Next part.
25. CNc1nc(SCC(=O)Nc2ccc(Cl)c(Cl)c2)nc(N2CCOCC2)n1
26. O=C(Nc1ccc(C(=O)N2CCCC2)cc1)C1CCCCC1
27. CCOc1ccc(CCNC(=O)C2CCCN(S(=O)(=O)c3c(C)n[nH]c3C)C2)cc1OCC (centres undefined)
28. CC1(C)CC2CC(C)(CN2C(=O)NC(=O)c2ccccc2)C1 (centres undefined)
29. COCC(=O)Nc1ccc(C(C)C)cc1
30. Cn1c(=O)c2c(nc(SCC(=O)O)n2Cc2cccc(C(F)(F)F)c2)n(C)c1=O
31. Cc1ccc(NC(=O)c2ncn(CCCN(C)CCc3ccccn3)n2)cc1C
32. Cc1ccc(C)c(NC(=O)Cn2ccn(-c3ccc4c(c3)OCO4)c(=O)c2=O)c1
Compound,25,26,27,28,29,30,31,32
ADAM17 inh,-3,4,5,0,-1,-1,5,-4
ASAP1 inh,-12,-1,-6,-13,-7,-19,-12,-3
Tn7 DDE FP,3,-5,0,5,-2,-4,0,0
LEDGF integ inh,-1,2,6,0,0,1,5,-1
PLC-gamma1 inh,1,4,2,2,2,-1,5,-3
ARFGAP1 inh,3,4,-1,-2,8,-2,0,-5
DDE Tn6 FP inh,-8,0,0,5,-2,8,7,5
ADAM10 inh,-33,4,3,1,-6,5,-4,2
KLK7 zymogen act,0.4,0.3,0.2,0.5,-0.7,0.5,-0.7,-0.1
TDP2 inh,14,-10,-5,1,4,-1,-3,2

33. CCC(CO)NCc1sccc1C (centres undefined)
34. COc1ccc(CN2[C@@H](CC(C)=O)c3cc(C(F)(F)F)ccc3S2(=O)=O)cc1
35. CCCCn1nnnc1NCc1cc(OC)c(OC)cc1OC
36. COCc1cc(/C=N\NC(=O)COc2ccccc2)ccc1OC
37. CCN1CCN(CC(=O)Nc2ccccc2)C(=O)C1=O
38. CCc1ccc(C(=O)COC(=O)CNC(=O)c2ccco2)cc1
39. Cn1c(=O)oc2cc(S(=O)(=O)N3CCc4ccccc43)ccc21
40. COc1ccc(NC(=S)NCCNC(C)=O)cc1
Compound,33,34,35,36,37,38,39,40
ADAM17 inh,-1,-3,-5,3,-1,-4,-7,0
ASAP1 inh,-2,6,1,-8,5,12,1,19
Tn7 DDE FP,2,-3,3,-4,-1,5,2,-2
LEDGF integ inh,-1,0,0,4,-4,2,0,-4
PLC-gamma1 inh,-1,-4,-1,1,0,0,0,0
ARFGAP1 inh,3,-11,-11,13,-3,-7,5,1
DDE Tn6 FP inh,10,-3,7,5,-1,0,-5,0
ADAM10 inh,4,-6,1,3,-11,-9,-9,-9
KLK7 zymogen act,-0.5,-0.3,0.0,0.8,-0.3,0.0,0.0,-0.6
TDP2 inh,5,3,-2,-13,-9,-4,10,-2

41. COc1ccc(CCNC(=O)C2CCN(C(=O)c3cccc(Cl)c3)CC2)cc1OC
42. CC(=O)Nc1ccc(S(=O)(=O)N(C)c2ccccc2)cc1
43. O=C(O)c1cc(NCc2cccs2)ccc1N1CCOCC1
44. CCc1nn(CC(=O)NCCCN2CCN(C)CC2)c(=O)c2cc3sccc3n12
45. CC(=O)Nc1ccc(S(=O)(=O)N(Cc2cccnc2)Cc2cc3ccc(C)cc3[nH]c2=O)cc1
46. Cc1cc(C)n2nc(SCC(=O)Nc3ccc(S(=O)(=O)N(C)C)cc3)nc2n1
47. CN(C)c1cc[n+](CC(=O)Nc2cccc([N+](=O)[O-])c2)cc1
48. Cc1ccc(NC(=O)c2nnn(-c3cc(C)cc(C)c3)c2N)cc1
Compound,41,42,43,44,45,46,47,48
ADAM17 inh,-1,-4,-11,0,-32,-5,-3,3
ASAP1 inh,19,5,3,-3,-13,3,1,22
Tn7 DDE FP,-6,9,3,2,-4,3,-2,-2
LEDGF integ inh,-1,-4,0,0,-2,-5,0,-1
PLC-gamma1 inh,-1,0,-40,3,-15,-2,2,3
ARFGAP1 inh,4,-6,-5,5,8,6,-5,6
DDE Tn6 FP inh,8,-3,-7,4,-10,-4,4,1
ADAM10 inh,9,2,-44,6,-89,-12,-9,11
KLK7 zymogen act,-0.4,0.0,-21,-0.2,1.1,0.1,-0.7,1.2
TDP2 inh,-6,13,10,-2,-17,-1,5,7

49. S=C1NC2(CCCCC2)NN1c1ccccc1
50. CC(Oc1ccccc1F)C(=O)NNC(=O)CC(C)c1ccccc1 (centres undefined)
51. COc1ccc(Cl)cc1NC(=O)NC1CCCCC1
52. COC(=O)Cn1c2ccc(C)cc2c2nc(C)sc21
53. CCCCCN(C(=O)NC(=O)Nc1ccc(C)cc1C)S(C)(=O)=O
54. COc1ccc(-c2cc(=O)c3c(OC)c(OC)c(OC)c(OC)c3o2)cc1OC
55. Cc1nn(C)c(Oc2ccc(Cl)cc2)c1C(=O)O
Compound,49,50,51,52,53,54,55
ADAM17 inh,1,-5,0,4,-1,-64,1
ASAP1 inh,-6,4,11,-14,0,-4,7
Tn7 DDE FP,2,7,-4,-2,-2,0,-3
LEDGF integ inh,3,-2,-3,8,-1,4,3
PLC-gamma1 inh,3,1,3,5,2,-128,3
ARFGAP1 inh,-3,11,3,-2,0,-2,14
DDE Tn6 FP inh,4,-1,2,-7,3,-2,-11
ADAM10 inh,1,-8,8,-1,-9,-196,-2
KLK7 zymogen act,-0.4,-0.1,0.7,-0.1,0.4,3.1,0.1
TDP2 inh,-1,2,2,-4,14,4,-12
